FadD28 FP inh: inhibitors of Mycobacterium tuberculosis FadD28 bisubstrate binding; actives 0.22% (n = 360,000); FadD28 bisubstrate probe binding, fluorescence polarization; inhibition, % at 12.5 µM; AID 588549; in the data active = inhibition above about 8.5%, passing the limit was not always enough
FBA Mtb inh: inhibitors of M. tuberculosis fructose-bisphosphate aldolase | P9WQA3 | purified M. tuberculosis FBA, fluorescence read-out | inhibition, % at 1 µM | actives 2.3% (n = 360,000); in the data active = inhibition above about 27%;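 note: 0% = vehicle and 100% = reference inhibitor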
GDH-TPI counter: GDH-TPI coupled enzyme inhibition counter-screen; GDH-TPI coupled enzyme counterscreen, NADH absorbance; inhibition, % at 4.8 µM; actives 1.2% (n = 360,000);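 note: 0% = DMSO wells and 100% = wells lacking the enzyme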
BoNT F protease: blocks Botulinum neurotoxin F light chain protease; Multiplex microsphere protease cleavage assay, flow cytometry; inhibition, % at 10 µM; actives 0.22% (n = 360,000); AID 588497; in the data active = inhibition above about 35%, passing the limit was not always enough; note: plate controls were buffer without enzyme for full effect and enzyme alone for no effect
MazEF act: activators of E. coli MazEF toxin-antitoxin RNase; actives 0.32% (n = 350,000); activation, % at 20 µM; FAM/BHQ RNA-DNA oligo cleavage fluorescence, 5 h; AID 504720; P0AE70; in the data active = activation above about 50%
Rv3671c inh: inhibits the M. tuberculosis serine protease Rv3671c. P9WHR9. inhibition, % at 5.96 µM. actives 0.048% (n = 320,000). AID 2606; in the data active = inhibition above about 38%;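 note: extracellular domain of Rv3671c used as enzyme; 0% = enzyme with DMSO and 100% = no enzyme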
Target sequence (P9WHR9 whole entry, looked up, the tested form may be a part): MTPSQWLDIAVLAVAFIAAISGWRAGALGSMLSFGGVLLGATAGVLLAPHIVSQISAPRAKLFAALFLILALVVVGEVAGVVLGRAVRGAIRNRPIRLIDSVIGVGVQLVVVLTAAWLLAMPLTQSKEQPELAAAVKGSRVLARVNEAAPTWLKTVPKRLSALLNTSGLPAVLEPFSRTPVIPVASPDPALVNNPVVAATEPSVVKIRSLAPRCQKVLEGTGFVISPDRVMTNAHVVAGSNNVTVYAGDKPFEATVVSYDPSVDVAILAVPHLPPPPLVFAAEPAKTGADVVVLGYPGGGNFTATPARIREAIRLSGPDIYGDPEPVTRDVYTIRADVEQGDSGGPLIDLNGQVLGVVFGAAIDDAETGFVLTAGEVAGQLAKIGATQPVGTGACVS
CCHFV vOTU inh: blocks the CCHF virus ovarian tumor domain protease; CCHFV vOTU protease, Pep-AMC fluorescence; inhibition, % at 11.5 µM; actives 0.55% (n = 370,000); AID 651958; note: 0% = vehicle wells with enzyme and 100% = no enzyme wells
Mtb BioA inh: inhibitors of Mycobacterium tuberculosis BioA enzyme. AID 602481. inhibition, % at 9.99 µM. actives 0.096% (n = 360,000). purified M. tuberculosis BioA enzyme, plate reader; in the data active = inhibition above about 40%
VHR inh abs: inhibitors of human VHR1 phosphatase (DUSP3) | P51452 | recombinant VHR phosphatase, pNPP absorbance | inhibition, % at 13.3 µM | actives 0.52% (n = 290,000) | AID 1654; in the data active = inhibition above about 50%; note: some compounds called inactive have numbers as strong as hits
Target sequence (P51452 whole entry, looked up): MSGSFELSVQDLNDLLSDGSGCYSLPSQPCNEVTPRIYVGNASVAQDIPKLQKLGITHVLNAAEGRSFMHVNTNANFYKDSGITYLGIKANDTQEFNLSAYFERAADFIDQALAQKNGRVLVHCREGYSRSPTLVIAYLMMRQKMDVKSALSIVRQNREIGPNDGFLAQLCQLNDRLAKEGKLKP
UGM FP inh: blocks M. tuberculosis UGM enzyme | purified UGM, fluorescence polarization probe displacement | inhibition, % at 10 µM | actives 0.06% (n = 320,000); in the data active = inhibition above about 10%, passing the limit was not always enough
Target sequence (P9WIQ1 whole entry, looked up): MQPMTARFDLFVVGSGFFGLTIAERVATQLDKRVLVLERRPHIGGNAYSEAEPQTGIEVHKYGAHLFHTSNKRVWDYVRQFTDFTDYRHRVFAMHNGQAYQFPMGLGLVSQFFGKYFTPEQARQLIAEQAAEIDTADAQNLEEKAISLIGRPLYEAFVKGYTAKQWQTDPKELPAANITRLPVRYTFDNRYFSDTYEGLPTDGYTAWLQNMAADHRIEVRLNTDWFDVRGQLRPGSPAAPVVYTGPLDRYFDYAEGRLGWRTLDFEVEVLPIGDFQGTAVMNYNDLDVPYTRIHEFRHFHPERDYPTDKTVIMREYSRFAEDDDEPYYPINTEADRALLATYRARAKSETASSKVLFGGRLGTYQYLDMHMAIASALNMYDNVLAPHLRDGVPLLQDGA
* hit, by the source's call. Cut-off read from the data, not from the text of the source, unless noted: active = inhibition above about 30%; inactive = the rest. Rows are unselected. Share with any hit: about 4.9%.

What do the screens show for `O=C(COC(=O)C1CCCO1)Nc1cccc(C(F)(F)F)c1` (stereo not drawn)?
FadD28 FP inh: -1.7; FBA Mtb inh: 1; GDH-TPI counter: 6; BoNT F protease: 4; MazEF act: 3; Rv3671c inh: 10; CCHFV vOTU inh: 4; Mtb BioA inh: -1.1; VHR inh abs: 31; UGM FP inh: 0.2

Results for CC(C)(C)NC(=O)CN(C(=O)C1(C)CC(=O)N=C2C=CC=CN21)C1CCCC1 (stereo not drawn) ?
FadD28 FP inh: -0.2; FBA Mtb inh: 120*; GDH-TPI counter: 19; BoNT F protease: -7; MazEF act: 2; Rv3671c inh: -6; CCHFV vOTU inh: -121; Mtb BioA inh: -3.4; VHR inh abs: 44; UGM FP inh: 0.1

What do the screens show for `O=C(Sc1n[nH]c(=O)[nH]c1=O)c1ccccc1`?
FadD28 FP inh: 0.0; FBA Mtb inh: 2; GDH-TPI counter: 10; BoNT F protease: 3; MazEF act: -18; CCHFV vOTU inh: 7

What do the screens show for `CCOC(=O)N1CCN(S(=O)(=O)c2ccc3c4c(cccc24)C(=O)N3)CC1`?
FadD28 FP inh: -2.6; FBA Mtb inh: 9; GDH-TPI counter: 0; BoNT F protease: 0; MazEF act: 6; Rv3671c inh: -6; CCHFV vOTU inh: -19; Mtb BioA inh: 5.9; VHR inh abs: 10; UGM FP inh: -0.4

Results for O=C(CN1C(=O)C2C3C=CC(C3)C2C1=O)NCc1ccccc1 (stereo not drawn) ?
FadD28 FP inh: -3.1; FBA Mtb inh: 2; GDH-TPI counter: -11; BoNT F protease: -3; MazEF act: 6; Rv3671c inh: -3; CCHFV vOTU inh: -9; Mtb BioA inh: 2.3; VHR inh abs: 3; UGM FP inh: 0.1

What do the screens show for `COc1ccc2[nH]c3c(c2c1)CCN1C(=O)C(CC(=O)NCC24CC5CC(CC(C5)C2)C4)C[C@H](C(=O)N2CCOCC2)[C@@]31CCC1CCCC1` (stereo partly drawn)?
FadD28 FP inh: -3.2; FBA Mtb inh: 0; GDH-TPI counter: 3; BoNT F protease: -5; MazEF act: 8; CCHFV vOTU inh: -5; Mtb BioA inh: -0.2

Results for CC(=O)NCCc1ccc(S(=O)(=O)N(C)C2CCS(=O)(=O)C2)cc1 (stereo not drawn) ?
FadD28 FP inh: -4.7; FBA Mtb inh: -1; GDH-TPI counter: -3; BoNT F protease: 2; MazEF act: 3; Rv3671c inh: 0; CCHFV vOTU inh: -6; Mtb BioA inh: -0.5; VHR inh abs: -11; UGM FP inh: 0.3

How did COc1cccc(/C=N/NC(=S)Nc2cccc(C(=O)O)c2)c1 do in these assays?
FadD28 FP inh: -11; FBA Mtb inh: 3; GDH-TPI counter: 15; BoNT F protease: -8; MazEF act: -3; Rv3671c inh: -3; CCHFV vOTU inh: 3; VHR inh abs: 16; UGM FP inh: 0.2

What do the screens show for `Cc1oc(-c2ccccc2F)nc1CS(=O)CC(=O)NCc1ccc(Cl)cc1` (stereo not drawn)?
FadD28 FP inh: -0.7; FBA Mtb inh: 2; GDH-TPI counter: 4; BoNT F protease: -2; MazEF act: 4; Rv3671c inh: -2; CCHFV vOTU inh: 10; VHR inh abs: -15; UGM FP inh: 0.1

What do the screens show for `CN(Cc1n[nH]c(=S)n1C)S(=O)(=O)c1ccccc1`?
FadD28 FP inh: -0.5; FBA Mtb inh: 1; GDH-TPI counter: 6; BoNT F protease: -6; MazEF act: -6; Rv3671c inh: -3; CCHFV vOTU inh: -4; Mtb BioA inh: -1.5; VHR inh abs: 28; UGM FP inh: -0.4

How did CC(C)C[C@H](NC(=O)[C@@H]1Cc2ccccc2CN1)C(=O)Nc1ccc(C(C)C)cc1 do in these assays?
FadD28 FP inh: 1.6; FBA Mtb inh: -4; GDH-TPI counter: 0; BoNT F protease: -9; MazEF act: 0; Rv3671c inh: 8; CCHFV vOTU inh: 18; Mtb BioA inh: -0.7; VHR inh abs: -6; UGM FP inh: -5.6

How did COc1cc(CN(C(=S)NCC(=O)NC2CC2)C2CCCC2)cc(OC)c1OC do in these assays?
FadD28 FP inh: -0.1; FBA Mtb inh: 0; GDH-TPI counter: 10; BoNT F protease: -3; MazEF act: 6; Rv3671c inh: 3; CCHFV vOTU inh: -1; Mtb BioA inh: 0.2; VHR inh abs: -15; UGM FP inh: 0.4

Results for Cc1ccc(C(=O)NCCNC(=O)COc2ccc(Cl)cc2)cn1 ?
FadD28 FP inh: -4.4; FBA Mtb inh: -4; GDH-TPI counter: 11; BoNT F protease: 3; MazEF act: -13; Rv3671c inh: -5; CCHFV vOTU inh: 0; Mtb BioA inh: 0.3; VHR inh abs: 43; UGM FP inh: -1.2

Results for COC(=O)c1cc(C(=O)N2CCOCC2)cc([N+](=O)[O-])c1 ?
FadD28 FP inh: -1.4; FBA Mtb inh: 3; GDH-TPI counter: -5; BoNT F protease: -3; MazEF act: 5; Rv3671c inh: 4; CCHFV vOTU inh: -6; VHR inh abs: -3

How did CCOc1ccc(NC(=O)CN(C)C(=O)CN2C(=O)c3ccc([N+](=O)[O-])cc3C2=O)cc1OCC do in these assays?
FadD28 FP inh: -0.4; FBA Mtb inh: 3; GDH-TPI counter: 6; BoNT F protease: 1; MazEF act: 3; CCHFV vOTU inh: -1; Mtb BioA inh: -1.4

How did Cc1ccc(S(=O)(=O)NCCC(=O)NC2CCCC2)cc1 do in these assays?
FadD28 FP inh: -2.4; FBA Mtb inh: 3; GDH-TPI counter: 0; BoNT F protease: 2; MazEF act: 1; Rv3671c inh: 7; CCHFV vOTU inh: -13; VHR inh abs: 12; UGM FP inh: -1.5

What do the screens show for `COc1ccc2occ(NC(C)=O)c2c1`?
FadD28 FP inh: -1.1; FBA Mtb inh: 2; GDH-TPI counter: 5; BoNT F protease: -8; MazEF act: 5; Rv3671c inh: -4; CCHFV vOTU inh: -11; Mtb BioA inh: 1.5; VHR inh abs: 29; UGM FP inh: 2.2

What do the screens show for `COc1ccc(-n2c(SCC(=O)/C(C#N)=C(\C)N)nc3ccccc3c2=O)cc1OC`?
FadD28 FP inh: -0.7; FBA Mtb inh: 0; GDH-TPI counter: 3; MazEF act: 0; Rv3671c inh: 0; CCHFV vOTU inh: 13; VHR inh abs: -15; UGM FP inh: -2.8

Results for CCOC(=O)C(=O)C1=C(N2CCOCC2)/C(=C\c2cccc([N+](=O)[O-])c2)CC1 ?
FadD28 FP inh: 0.1; FBA Mtb inh: -1; GDH-TPI counter: 12; BoNT F protease: -2; MazEF act: 0; Rv3671c inh: -8; CCHFV vOTU inh: 5; VHR inh abs: 8; UGM FP inh: -2.1

What do the screens show for `C[C@H](O)[C@@H]1C(=O)N2CCc3ccc(N4CCOCC4)cc3[C@@H]2C[C@@H]1N(C)C(=O)C(C)(C)C`?
FadD28 FP inh: -0.2; FBA Mtb inh: 7; GDH-TPI counter: 4; BoNT F protease: -9; MazEF act: -7; CCHFV vOTU inh: -3; Mtb BioA inh: -0.9

How did CCOC(=O)N1CCN(C(=O)C2CCN(S(=O)(=O)c3ccc(NC(C)=O)cc3)CC2)CC1 do in these assays?
FadD28 FP inh: -2.7; FBA Mtb inh: 0; GDH-TPI counter: -10; BoNT F protease: 4; MazEF act: 0; Rv3671c inh: 0; CCHFV vOTU inh: -6; Mtb BioA inh: -0.1; VHR inh abs: 6; UGM FP inh: -2.0

What do the screens show for `COc1ccccc1NC(=O)NCCN1CCN(c2cccc(Cl)c2)CC1`?
FadD28 FP inh: 0.0; FBA Mtb inh: -2; GDH-TPI counter: 6; BoNT F protease: -3; MazEF act: 7; Rv3671c inh: 5; CCHFV vOTU inh: 7; Mtb BioA inh: -1.7; VHR inh abs: 20; UGM FP inh: -0.4

What do the screens show for `CCOC(=O)C(NC(C)=O)(OCc1ccc(F)cc1)C(F)(F)F` (stereo not drawn)?
FadD28 FP inh: -2.7; FBA Mtb inh: 0; GDH-TPI counter: 10; BoNT F protease: -47; MazEF act: -7; Rv3671c inh: 6; CCHFV vOTU inh: 15; Mtb BioA inh: -0.8; VHR inh abs: 2; UGM FP inh: 0.7

Results for O=C(C1CCC1)N1CCc2cc(S(=O)(=O)NCCCN3CCCCC3)ccc21 ?
FadD28 FP inh: -2.9; FBA Mtb inh: 1; GDH-TPI counter: -3; BoNT F protease: 6; MazEF act: 5; Rv3671c inh: 5; CCHFV vOTU inh: 7; Mtb BioA inh: -1.6; VHR inh abs: -6; UGM FP inh: -3.4

How did O=C(NCCc1ccc(F)cc1)Nc1ccccc1Cl do in these assays?
FadD28 FP inh: -1.4; FBA Mtb inh: 1; GDH-TPI counter: -6; BoNT F protease: 1; MazEF act: 2; CCHFV vOTU inh: -7; Mtb BioA inh: -2.1; VHR inh abs: -4; UGM FP inh: 0.6

How did Cc1c(C#N)c(SCC(N)=O)nc2c1CCCC2 do in these assays?
FadD28 FP inh: -3.6; FBA Mtb inh: 1; GDH-TPI counter: 3; BoNT F protease: -4; MazEF act: -3; Rv3671c inh: 4; CCHFV vOTU inh: 6; Mtb BioA inh: 1.2; VHR inh abs: 4; UGM FP inh: -0.4

How did CCCCN(C=O)c1c(CC)nc2ccc(C(=O)NCCCn3ccnc3)cn12 do in these assays?
FadD28 FP inh: -0.6; FBA Mtb inh: 3; GDH-TPI counter: 0; BoNT F protease: 5; CCHFV vOTU inh: -6; Mtb BioA inh: -0.4

How did CC(CC(=O)O)CC(=O)Nc1ccc(S(N)(=O)=O)cc1 (stereo not drawn) do in these assays?
FadD28 FP inh: -0.1; FBA Mtb inh: -2; GDH-TPI counter: 1; BoNT F protease: 4; MazEF act: 3; Rv3671c inh: -1; CCHFV vOTU inh: -6; Mtb BioA inh: -2.7; VHR inh abs: -6; UGM FP inh: -1.7

Results for Cn1ncc2c(O/N=C(\N)c3ccc(C(F)(F)F)cc3)ncnc21 ?
FadD28 FP inh: -3.1; FBA Mtb inh: 2; GDH-TPI counter: 12; BoNT F protease: 9; MazEF act: -1; Rv3671c inh: -8; CCHFV vOTU inh: -2; Mtb BioA inh: -1.0; VHR inh abs: 8; UGM FP inh: -1.8

How did O=C(c1ccco1)N1N=C(c2cccs2)CC1c1ccco1 (stereo not drawn) do in these assays?
FadD28 FP inh: -0.3; FBA Mtb inh: 2; GDH-TPI counter: 9; BoNT F protease: -3; MazEF act: 1; Rv3671c inh: -3; CCHFV vOTU inh: 8; VHR inh abs: 24; UGM FP inh: -1.4

Among those listed so far, these have a furan ring, fused or not.
What do the screens show for `COc1ccc2occ(NC(C)=O)c2c1`?
FadD28 FP inh: -1.1; FBA Mtb inh: 2; GDH-TPI counter: 5; BoNT F protease: -8; MazEF act: 5; Rv3671c inh: -4; CCHFV vOTU inh: -11; Mtb BioA inh: 1.5; VHR inh abs: 29; UGM FP inh: 2.2

How did O=C(c1ccco1)N1N=C(c2cccs2)CC1c1ccco1 (stereo not drawn) do in these assays?
FadD28 FP inh: -0.3; FBA Mtb inh: 2; GDH-TPI counter: 9; BoNT F protease: -3; MazEF act: 1; Rv3671c inh: -3; CCHFV vOTU inh: 8; VHR inh abs: 24; UGM FP inh: -1.4

Retrieved one by one from above:
Results for CCOC(=O)C(=O)C1=C(N2CCOCC2)/C(=C\c2cccc([N+](=O)[O-])c2)CC1 ?
FadD28 FP inh: 0.1; FBA Mtb inh: -1; GDH-TPI counter: 12; BoNT F protease: -2; MazEF act: 0; Rv3671c inh: -8; CCHFV vOTU inh: 5; VHR inh abs: 8; UGM FP inh: -2.1

What do the screens show for `CCOC(=O)C(NC(C)=O)(OCc1ccc(F)cc1)C(F)(F)F` (stereo not drawn)?
FadD28 FP inh: -2.7; FBA Mtb inh: 0; GDH-TPI counter: 10; BoNT F protease: -47; MazEF act: -7; Rv3671c inh: 6; CCHFV vOTU inh: 15; Mtb BioA inh: -0.8; VHR inh abs: 2; UGM FP inh: 0.7

Screening data deposited in PubChem by several laboratories.
